# High-throughput results deposited in PubChem by several laboratories.
# CCHFV vOTU inh: CCHFV vOTU protease inhibitors, primary screen, biochemical, Pep-AMC substrate, fluorescence; Crimean-Congo hemorrhagic fever virus L polyprotein viral ovarian tumor (vOTU) protease …; inhibition, % at 11.5 µM; hit rate 0.55% among 370,000; AID 651958, 2012; in the data active = inhibition above about 30%; note: 0% = vehicle wells with enzyme and 100% = no enzyme wells
# BH1578 lux ind: inducers of Vibrio cholerae quorum light production without autoinducers, primary screen, BH1578 luxS cqsA deficient, single point | V. cholerae BH1578 lux reporter, luminescence, 6 h | activation, % at 18.7 µM | hit rate 0.16% among 350,000 | AID 588436, 2011; in the data active = activation mostly above about 9.7%, no sharp cut-off; note: not every result past the cut was called active; inactives centre near 0; reference of the scale not given here
# MazEF act: activators of E. coli MazEF toxin-antitoxin RNase, primary screen, biochemical, fluorescence, uHTS; activation, % at 20 µM; hit rate 0.32% among 350,000; AID 504720, 2011; FAM/BHQ RNA-DNA oligo cleavage fluorescence, 5 h; in the data active = activation above about 50%
# Target sequence (P0AE70 whole entry, looked up): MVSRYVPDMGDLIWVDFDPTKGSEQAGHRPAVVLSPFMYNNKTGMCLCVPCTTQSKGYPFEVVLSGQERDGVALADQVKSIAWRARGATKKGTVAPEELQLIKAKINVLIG
# Rv3671c protease: Rv3671c serine protease inhibitors, primary screen, biochemical, fluorescence polarization, M. tuberculosis H37Rv; P9WHR9; inhibition, % at 5.96 µM; hit rate 0.048% among 320,000; AID 2606, 2010; in the data active = inhibition above about 38%;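 note: extracellular domain of Rv3671c used as enzyme; 0% = enzyme with DMSO and 100% = no enzyme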
# Target sequence (P9WHR9 whole entry, looked up, the tested form may be a part): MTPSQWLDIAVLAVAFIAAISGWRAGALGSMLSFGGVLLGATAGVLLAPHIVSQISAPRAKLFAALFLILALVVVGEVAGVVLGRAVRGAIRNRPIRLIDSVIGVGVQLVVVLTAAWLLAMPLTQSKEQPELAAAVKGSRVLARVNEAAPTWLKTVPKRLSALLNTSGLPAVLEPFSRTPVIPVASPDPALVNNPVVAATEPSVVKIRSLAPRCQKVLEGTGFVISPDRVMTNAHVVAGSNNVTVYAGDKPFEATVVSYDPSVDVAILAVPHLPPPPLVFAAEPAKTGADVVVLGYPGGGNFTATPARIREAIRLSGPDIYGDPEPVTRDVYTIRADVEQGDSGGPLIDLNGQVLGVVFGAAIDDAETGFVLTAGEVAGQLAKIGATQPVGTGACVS
# TcdB GH inh: TcdB glycohydrolase inhibitors, primary screen, biochemical, single point, plate reader; TcdB glycohydrolase enzymatic assay; Toxin B (Clostridioides difficile), P18177; inhibition, % at 9.99 µM; hit rate 0.24% among 350,000; in the data active = inhibition above about 10%
# PriA SSB inh: inhibitors of Klebsiella pneumoniae PriA binding to SSB C-terminal tail, primary screen, biochemical, AlphaScreen | AID 1272365, 2023 | inhibition, % at 33 µM | AlphaScreen SSBct-PriA binding, biotinylated peptide | PriA–SSB C-terminal tail interaction (Klebsiella pneumoniae) | hit rate 0.6% among 430,000; in the data active = inhibition mostly above about 37%, no sharp cut-off; inactive = mostly below about 20%;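 note: plate controls were negative control peptide for no effect and reference peptide for full effect; strong numbers were not always called active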
# PrPC TRFRET: inhibitors of human cell surface prion protein PrPC, primary screen, cell-based, TR-FRET; AID 720596, 2013; inhibition, % at 13.8 µM; TR-FRET read-out; Major prion protein (Homo sapiens), P04156; hit rate 0.43% among 370,000; in the data active = inhibition above about 24%; note: 0% = median of the test wells and 100% = reference compound wells
# VHR inh abs: VHR1 phosphatase inhibitors, primary screen, biochemical, absorbance, uHTS. Dual specificity protein phosphatase 3 (Homo sapiens), P51452. recombinant VHR phosphatase, pNPP absorbance. inhibition, % at 13.3 µM. hit rate 0.52% among 290,000. AID 1654, 2009; in the data active = inhibition above about 50%; note: some compounds called inactive have numbers as strong as hits
# Target sequence (P51452 whole entry, looked up): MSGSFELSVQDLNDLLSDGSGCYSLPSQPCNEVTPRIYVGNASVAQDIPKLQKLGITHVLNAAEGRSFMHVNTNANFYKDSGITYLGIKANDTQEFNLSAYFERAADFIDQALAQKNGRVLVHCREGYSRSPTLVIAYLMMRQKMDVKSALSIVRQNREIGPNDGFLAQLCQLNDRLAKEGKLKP
# SARS 3CLpro inh: SARS-CoV 3CLpro protease inhibitors, primary screen, biochemical, quenched FRET. Replicase polyprotein 1ab (Severe acute respiratory syndrome coronavirus), P0C6X7. inhibition, % at 6 µM. hit rate 0.14% among 290,000. AID 1706, 2009. recombinant SARS-CoV 3CLpro, quenched FRET peptide cleavage; in the data active = inhibition above about 12%
# Y pestis TopoI: Yersinia pestis topoisomerase I inhibitors, primary screen, biochemical, cleavage product accumulation, plate reader, single point. DNA topoisomerase I (Yersinia pestis CO92). Y. pestis Topo-I cleavage product accumulation. activity, % at 10 µM. hit rate 0.064% among 360,000. AID 504884, 2011; in the data active = activity above about 50%, passing the limit was not always enough; note: inactives centre near 2
# * hit, by the source's call; i = inactive; . = no result given; & = joins results of further samples. An excerpt; the hit share may differ from the screen's.
cpd	smiles	PriA SSB inh	BH1578 lux ind	SARS 3CLpro inh	TcdB GH inh	CCHFV vOTU inh	MazEF act	VHR inh abs	PrPC TRFRET	Y pestis TopoI	Rv3671c protease
1	CCN(C[C@H]1N[C@@](Cc2ccccc2)(C(=O)OC)[C@H]2C(=O)N(C)C(=O)[C@@H]12)S(=O)(=O)c1ccc(C(F)(F)F)cc1	-3	i	.	0.3	5	3	.	-7	30	-1
2	C[C@@H](NC(=O)c1[nH]cnc1C(=O)Nc1cccc(Cl)c1)c1ccccc1	-3	-0.8	.	0.1	11	-5	.	8	-12	-15
3	CCOC(=O)c1c(N)sc2c1C1CCN2CC1	-9	-0.6	0	.	2	-6	20	-2	2	2
4	CC1CCCN(CC(=O)NNC(=O)COc2ccc(Br)cc2)C1 (stereo unspecified)	-30	-1.7	.	0.3	-13	2	.	-8	3	-10
5	COc1ccc(S(=O)(=O)N2CCOCC2)cc1NC(=O)COc1cccnc1[N+](=O)[O-]	2	-0.7	-2	0.2	-4	9	18	1	9	0
6	Nc1nnc(SCC(=O)Nc2ccccc2)s1	-20	-0.9	6	0.5	-7	4	3	-2	5	5
7	CCOC(=O)N1CCN(Cc2nc3c(c(=O)n(C)c(=O)n3C)n2Cc2cccc3ccccc23)CC1	2	.	.	.	0	3	15	-5	3	-9
8	O=C(N/N=C/c1cccc(Oc2ccc([N+](=O)[O-])cc2[N+](=O)[O-])c1)c1cncc(Br)c1	.	i	2	.	-12	11	10	-7	-3	-3
9	Cc1cc(C)c(OCC(=O)OCC(=O)N2CCN(C(=O)c3ccco3)CC2)c(C)c1	-10	i	.	0.5	-3	1	.	-2	11	-4
10	CCc1ccc(-c2cn3nc(-c4ccccc4)cnc3n2)cc1	-6	-0.3	4	1.0	3	-27	29	-3	0	-4
11	CC1CC(=O)N(Cc2ccccc2)c2ccccc2N1C=O (stereo unspecified)	-3	-5.6	-3	.	0	8	14	0	3	2
12	COCCNC(=O)C1(C)CCCN(CCSc2ccccc2)C1 (stereo unspecified)	.	-0.2	.	0.1	11	.	.	3	6	.
13	Cc1nn2c(N3CCOCC3)cc(C(C)C)nc2c1-c1ccccc1	2	i	2	1.4	-12	0	16	-6	-3	-1
14	CN(C)c1ccc(/C=N/N2CCN(Cc3ccccc3Cl)CC2)cc1	.	i	-3	-0.8	-13	-1	39	-7	19	-1
15	COc1ccc(-c2cc(NC(=O)c3cncn3-c3ccccc3)ccc2OC)cc1	2	-0.4	3	1.6	14	0	36	-7	12	9
16	C=CCn1c(NCc2ccc3c(c2)OCO3)nc2ccccc21	-8	i	3	.	3	-4	6	1	3	2
17	O=C(COC(=O)c1ccc(Cl)nc1)NC1CCCCCC1	-5	-0.5	.	6.3	3	-3	.	5	-5	0
18	COc1cc(-c2nc3ccc(C)cn3c2NCc2ccccc2)ccc1SC1CCCCC1	20	-19	.	-2.8	2	-6	.	25*	13	5
19	CCOc1ccc(N2C(=O)CC(SC(=NC)Nc3cccc(OC)c3)C2=O)cc1 (stereo unspecified)	0	-0.9	-1	1.6	-12	6	4	-1	8	0
20	Cc1ccc(NC(=O)C(SCC(=O)O)c2ccccc2)cc1C (stereo unspecified)	-11	2.9	5	.	-2	2	16	0	1	-13
21	Cc1nn(-c2ccccc2)c(C)c1NC(=O)COC(=O)c1ccc(Cl)c(N)c1	-10	-0.8	.	0.4	-11	3	.	2	6	-1
22	CSc1ccccc1-c1nnc(-c2ccc(Cl)cc2Cl)o1	-3	0.2	1	.	-5	13	14	9	23	0
23	Cc1cc(C)c(NC(=O)C2CCCN2CCOC(=O)c2cccc([N+](=O)[O-])c2)c(C)c1 (stereo unspecified)	4	-0.3	3	.	13	-1	-5	-13	38	-7
24	COC(=O)C1=C(C)N(Cc2ccccc2)C(=S)N[C@H]1c1cccc(F)c1	2	-0.2	-5	0.8	3	1	9	12	5	-4
25	Cc1ccc(NC(=O)COc2cccnc2[N+](=O)[O-])cc1S(=O)(=O)N1CCOCC1	0	i	6	2.8	0	5	21	-10	2	5
26	COc1ccc(/C=C2/N=C(SC)NC2=O)cc1OC	-7	-0.4	2	1.7	3	6	3	-7	-8	9
27	CC1CCCN(C(=O)CSc2nnc(-c3c[nH]c4ccccc34)o2)C1 (stereo unspecified)	2	-2.2	3	.	-9	-9	4	-10	4	-3
28	COc1cccc(NC(=O)CSc2nnc(CNC(=O)c3ccco3)n2C)c1	-16	-0.2	.	4.7	-8	2	.	7	0	8
29	O=C(c1ccccc1Br)N1N=C(c2ccccc2)CC1c1ccccc1F (stereo unspecified)	-2	i	7	0.6	-4	10	-8	-2	26	6
30	FC(F)(F)c1cccc(NC(=S)NCc2ccccc2)c1	-28	i	0	.	7	7	17	0	0	-3
31	COc1ccc(-c2[nH]nc3c2C(c2ccsc2)C(C#N)=C(N)O3)cc1 (stereo unspecified)	-9	i	4	.	-1	1	37	2	10	-3
32	O=C(COC(=O)Cc1cccc(C(F)(F)F)c1)Nc1ccccc1	-12	i	2	0.9	0	-12	27	1	6	-12
33	CCOc1ccc(/C=C2\SC(=O)N(CCNC(=O)C3COc4ccccc4O3)C2=O)cc1OC (stereo unspecified)	11	-0.3	9	.	-9	5	35	-10	15	-2
34	Cc1ccc(CSCCNC(=O)/C=C/c2ccc(Cl)cc2)cc1	-23	i	2	1.2	0	-7	3	-1	-9	6
35	Cn1c(=O)[nH]c(=O)c2c1nc(N1CCOCC1)n2CCCSc1ncccn1	-12	.	0	.	15	1	-14	6	0	4
36	Cc1nc(C(F)(F)F)ccc1C(=O)N1CCCC(C)(C(=O)O)C1 (stereo unspecified)	.	i	.	0.5	-18	.	.	-7	0	.
37	COc1ccc(S(=O)(=O)O)cc1P(=O)(c1ccccc1)c1ccccc1	-14	-1.1	-2	-0.8	-10	0	17	0	6	0
38	COc1ccc(OC)c(NC(=O)C2CCCN2C(=O)C2CCC(C)CC2)c1 (stereo unspecified)	0	-0.2	-1	0.0	-5	9	-8	1	4	-3
39	O=C(O)c1ccc(-n2cccc2/C=C2/NC(=O)N(c3cccc(Cl)c3)C2=O)cc1	2	-1.7	3	-7.5	13	-1	10	2	-2	.
40	Cc1[nH]oc(=O)c1N=Nc1ccccc1	0	-0.2	5	.	4	-8	-11	0	-6	1
41	O=C(Nc1cccc(NC(=O)c2ccc(Cl)cc2Cl)c1)c1cccnc1	0	-0.6	2	0.6	8	4	-35	12	1	-4
42	CCn1cc(C(=O)NNC(=O)c2ccc(Cl)cc2)c(=O)c2ccc(C)nc21	.	i	0	.	.	.	52*	.	-8	10
43	COc1ccc(CNC(=O)COc2cc(=O)n(C)c3ccccc23)cc1	4	-0.3	3	2.1	9	-14	8	-2	-7	6
44	CCN1CCN(c2c(C=O)c(Cl)nc3ccc(OC)cc23)CC1	-27	-0.8	0	1.3	2	4	14	-8	-2	-3
45	COc1ccc(N2CCN(c3ncccc3C#N)CC2)cc1	5	i	-9	.	-15	8	28	3	-3	4
46	O=C(Cn1cc([N+](=O)[O-])cn1)Nc1ccn(Cc2c(F)c(F)cc(F)c2F)n1	-3	i	-2	.	2	8	-23	-4	3	-1
47	O=C(COC(=O)CCC(=O)c1ccc(F)cc1)NCc1ccc(Cl)cc1	-2	4.5	.	0.8	1	3	.	-3	20	-5
48	COc1cc2c(cc1OC)CN(C(=O)c1nn(Cc3ccccc3)c(=O)c3ccccc13)CC2	11	0.8	.	1.9	7	12	.	11	18	-2
49	Cc1c[nH]c2cccc(OCC(CNC(C)(C)C)OC(=O)c3ccccc3)c12 (stereo unspecified)	49*	i	-2	-0.2	-1	16	10	0	-4	12
50	O=C(CCCNC(=O)c1ccc(Cl)cc1)Nc1ncccc1O	3	i	-6	0.0	6	0	23	2	-2	-2
51	CCCOC1CCCN(C(=O)c2cc(COc3cncc(Cl)c3)on2)C1 (stereo unspecified)	-3	i	2	1.6	10	5	25	3	4	.
52	CCC(C)Nc1nc(N)c([N+](=O)[O-])c(NCCO)n1 (stereo unspecified)	2	-0.5	-4	0.0	2	-6	8	-1	-13	5
53	CCOC(=O)c1sc2ncn(/N=C/c3ccc(O)c(OC)c3)c(=O)c2c1C	.	-0.5	-3	0.8	11	-6	32	-2	-12	-4
54	CCN(CC)P(=O)(NC(=O)C(Cl)(Cl)Cl)N(CC)CC.[Cl-].[Cl-].[Cl-].[Nd+3]	.	-2.9&-0.3	1	-0.1	15&4	7&-2	17	6&-1	-8&1	6
55	COc1ccc(C2=NN(C(C)=O)CC2c2cccc([N+](=O)[O-])c2)cc1 (stereo unspecified)	1&31	i	-3	1.8	-11	9	-12	-5	7	-1

# Reformatted with two lines to a compound: entries from further up
# Second line of a record – PriA SSB inh | BH1578 lux ind | SARS 3CLpro inh | TcdB GH inh | CCHFV vOTU inh | MazEF act | VHR inh abs | PrPC TRFRET | Y pestis TopoI | Rv3671c protease
43	COc1ccc(CNC(=O)COc2cc(=O)n(C)c3ccccc23)cc1
  4 | -0.3 | 3 | 2.1 | 9 | -14 | 8 | -2 | -7 | 6
44	CCN1CCN(c2c(C=O)c(Cl)nc3ccc(OC)cc23)CC1
  -27 | -0.8 | 0 | 1.3 | 2 | 4 | 14 | -8 | -2 | -3
45	COc1ccc(N2CCN(c3ncccc3C#N)CC2)cc1
  5 | i | -9 | . | -15 | 8 | 28 | 3 | -3 | 4
46	O=C(Cn1cc([N+](=O)[O-])cn1)Nc1ccn(Cc2c(F)c(F)cc(F)c2F)n1
  -3 | i | -2 | . | 2 | 8 | -23 | -4 | 3 | -1
47	O=C(COC(=O)CCC(=O)c1ccc(F)cc1)NCc1ccc(Cl)cc1
  -2 | 4.5 | . | 0.8 | 1 | 3 | . | -3 | 20 | -5
48	COc1cc2c(cc1OC)CN(C(=O)c1nn(Cc3ccccc3)c(=O)c3ccccc13)CC2
  11 | 0.8 | . | 1.9 | 7 | 12 | . | 11 | 18 | -2
49	Cc1c[nH]c2cccc(OCC(CNC(C)(C)C)OC(=O)c3ccccc3)c12 (stereo unspecified)
  49* | i | -2 | -0.2 | -1 | 16 | 10 | 0 | -4 | 12
50	O=C(CCCNC(=O)c1ccc(Cl)cc1)Nc1ncccc1O
  3 | i | -6 | 0.0 | 6 | 0 | 23 | 2 | -2 | -2
51	CCCOC1CCCN(C(=O)c2cc(COc3cncc(Cl)c3)on2)C1 (stereo unspecified)
  -3 | i | 2 | 1.6 | 10 | 5 | 25 | 3 | 4 | .
52	CCC(C)Nc1nc(N)c([N+](=O)[O-])c(NCCO)n1 (stereo unspecified)
  2 | -0.5 | -4 | 0.0 | 2 | -6 | 8 | -1 | -13 | 5
53	CCOC(=O)c1sc2ncn(/N=C/c3ccc(O)c(OC)c3)c(=O)c2c1C
  . | -0.5 | -3 | 0.8 | 11 | -6 | 32 | -2 | -12 | -4
54	CCN(CC)P(=O)(NC(=O)C(Cl)(Cl)Cl)N(CC)CC.[Cl-].[Cl-].[Cl-].[Nd+3]
  . | -2.9&-0.3 | 1 | -0.1 | 15&4 | 7&-2 | 17 | 6&-1 | -8&1 | 6
